# High-throughput results (PubChem)
# SENP8 block-1: SENP8 protease inhibition | inhibition, % at 10 µM | Q96LD8 | AID 2540 | purified SENP8, Z-RLRGG-aminoluciferin cleavage, luminescence | 330,000 tested, 1.2% active; in the data active means inhibition above about 50%
# SENP1 FRET inh: SENP1 (human) catalytic domain inhibition | recombinant SENP1 catalytic domain, CyPet-SUMO1-YPet FRET cleavage | inhibition, % at 10 µM | 360,000 tested, 0.21% active;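 active means inhibition at least 30% at 10 µM, raw YFP signal under a set limit, fluorescence ratio 0.5 to 1.5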;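 further: 0% = enzyme with DMSO and 100% = no enzyme wells; some results filed as inactive read as strong as hits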
#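 system = hSENP1 catalytic domain, recombinant | reagent = SFCypet-SUMO1-SFYpet substrate at 25 nM | doses = one dose per compound, 10 µM, 0.5% DMSO | incubation = enzyme reaction for 50 min at room temperature, dark | measured by = FRET, CFP and YFP emission | controls = no-enzyme low, enzyme-DMSO high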
# SENP7 inh: blocks the human protease SENP7. Q9BQF6. recombinant SENP7, Z-RLRGG-aminoluciferin luminescence, 40 min. inhibition, % at 5 µM. 330,000 tested, 1.5% active. AID 434973;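 active means inhibition above about 50% at the single test dose, limit read from the data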;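 further: plate controls were DMSO with enzyme for no effect and no enzyme buffer wells for full effect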
# SENP8 block-2: SENP8 (human) protease inhibition; recombinant SENP8, Nedd8 substrate fluorescence; Q96LD8; AID 602440; 360,000 tested, 0.64% active; inhibition, % at 20 µM; in the data active means inhibition mostly above about 40%, no sharp cut-off; inactive means mostly below about 27%
# PfGluPho inh: PfG6PD (Plasmodium falciparum) enzyme inhibition; PfGluPho enzyme, NADPH resazurin-diaphorase fluorescence; inhibition, % at 20 µM; AID 504690; 350,000 tested, 0.78% active;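 active means inhibition reaching at least a set limit at 20 µM in the primary screen, cut at about 59% in these data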;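 further: 0% = DMSO wells with substrate and 100% = DMSO wells lacking glucose-6-phosphate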
# HKDC1 inhibitor: inhibitors of human hexokinase HKDC1; AID 493160; recombinant HKDC1, G6PDH/diaphorase resazurin coupled fluorescence; Q2TB90; 340,000 tested, 0.16% active; inhibition, % at 20 µM;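 active means inhibition above about 35% when tested at 20 µM, limit read from the data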;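 further: plate controls were DMSO wells with enzyme for no effect and DMSO wells lacking enzyme for full effect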
#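 Assay system: in-house recombinant HK5 (HKDC1) enzyme. Input: HKDC1 at 5 µg/mL. Medium: Tris pH 8.0 buffer with MgCl2, Tween-20, BSA, BME. Dosing: single 20 µM dose. Schedule: 90 min reaction incubation at room temperature, dark. Signal: resazurin-to-resorufin fluorescence via G6PDH and diaphorase coupling, 525/613 nm. Controls: DMSO-enzyme wells negative, buffer-substituted wells positive.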
# SENP6 block: SENP6 protease inhibition; Q9GZR1; Recombinant SENP6 catalytic domain, aminoluciferin luminescence; inhibition, % at 10 µM; 330,000 tested, 1.8% active; AID 2599;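 active means inhibition above about 50% at the single tested dose, limit read from the data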;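 further: plate controls were DMSO wells with enzyme for no effect and DMSO wells lacking enzyme for full effect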
# Apaf-1 inh: inhibitors of human Apaf-1 apoptosome; O14727; reconstituted apoptosome caspase-3 activity, DEVD-Rh110 fluorescence; inhibition, % at 20 µM; 330,000 tested, 0.71% active; active means inhibition of at least 40% at 20 µM;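 further: plate controls were DMSO wells for no effect and DEVD-CHO caspase inhibitor wells for full effect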
# Target sequence (O14727 whole entry, looked up): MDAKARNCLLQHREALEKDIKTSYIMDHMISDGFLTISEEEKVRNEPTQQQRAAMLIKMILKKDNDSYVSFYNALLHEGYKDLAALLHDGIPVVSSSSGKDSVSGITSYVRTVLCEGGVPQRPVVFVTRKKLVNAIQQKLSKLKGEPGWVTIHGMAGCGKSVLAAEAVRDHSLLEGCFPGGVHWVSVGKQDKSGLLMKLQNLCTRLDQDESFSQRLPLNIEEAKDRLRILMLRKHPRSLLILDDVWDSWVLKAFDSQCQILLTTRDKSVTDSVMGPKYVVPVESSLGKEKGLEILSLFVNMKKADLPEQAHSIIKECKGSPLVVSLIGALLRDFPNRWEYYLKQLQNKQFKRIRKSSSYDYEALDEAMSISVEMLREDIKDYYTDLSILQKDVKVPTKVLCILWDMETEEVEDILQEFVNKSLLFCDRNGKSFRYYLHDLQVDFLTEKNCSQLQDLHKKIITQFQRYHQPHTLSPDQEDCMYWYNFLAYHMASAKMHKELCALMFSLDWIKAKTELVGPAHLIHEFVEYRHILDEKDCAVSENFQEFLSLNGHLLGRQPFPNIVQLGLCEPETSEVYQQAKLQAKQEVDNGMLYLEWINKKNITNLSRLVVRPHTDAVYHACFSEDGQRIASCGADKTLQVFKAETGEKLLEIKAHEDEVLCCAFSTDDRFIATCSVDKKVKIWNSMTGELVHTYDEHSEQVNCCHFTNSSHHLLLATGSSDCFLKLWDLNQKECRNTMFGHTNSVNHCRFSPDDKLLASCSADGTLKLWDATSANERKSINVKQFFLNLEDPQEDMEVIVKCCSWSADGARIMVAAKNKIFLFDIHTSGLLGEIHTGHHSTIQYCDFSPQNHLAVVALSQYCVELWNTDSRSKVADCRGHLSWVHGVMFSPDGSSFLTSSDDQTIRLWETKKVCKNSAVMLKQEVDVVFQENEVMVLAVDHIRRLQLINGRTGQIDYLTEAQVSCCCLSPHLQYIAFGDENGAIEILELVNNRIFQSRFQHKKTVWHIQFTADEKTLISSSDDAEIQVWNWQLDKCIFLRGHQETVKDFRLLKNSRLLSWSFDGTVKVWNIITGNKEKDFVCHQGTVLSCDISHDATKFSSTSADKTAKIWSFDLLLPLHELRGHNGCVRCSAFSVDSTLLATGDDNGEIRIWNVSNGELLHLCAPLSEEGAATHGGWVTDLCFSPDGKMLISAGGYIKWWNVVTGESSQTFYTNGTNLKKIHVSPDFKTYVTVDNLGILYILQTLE
#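 Material: cell-free apoptosome with Apaf-1, procaspase-3 and caspase-9; Buffer or medium: Hepes pH 7.5 with detergent and BSA; Reagent: cytochrome c trigger plus (Z-DEVD)2-Rh110 caspase-3 substrate; Times: compound with Apaf-1, dATP, procaspase-3 30 min, then 50 min reaction, room temperature; Technique: Rh110 fluorescence intensity.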
# An asterisk follows results filed as active; x = not tested or not shown. The order is random, and some 3.6% of all compounds hit somewhere here.
entry	Molecule	SENP8 block-1	SENP1 FRET inh	SENP7 inh	SENP8 block-2	PfGluPho inh	HKDC1 inhibitor	SENP6 block	Apaf-1 inh
1	O=C(COC(=O)COc1ccc(Br)cc1)NCc1ccccc1	-6	4	9	3	8	-4	-9	-4
2	Cc1ccc(C(=O)COC(=O)c2ccc(Cl)c(N)c2)s1	54*	1	56*	-17	5	-5	66*	3
3	Cc1cc(Oc2ccc(Cl)cc2)nc(-c2ccccn2)n1	0	2	-4	13	4	3	6	-15
4	Cc1cccc(NC(=O)CN(CCc2ccccc2)S(C)(=O)=O)c1	-2	2	3	18	16	2	22	-8
5	O=c1[nH]c(=S)[nH]cc1Oc1ccccc1	x	2	x	17	-4	-1	x	x
6	CC(=O)Nc1ccc(NC(=O)Nc2ccccc2)cc1	-2	0	17	14	5	4	13	-1
7	CCOC(=O)c1ccc(NC(=O)CCc2ccc(C)o2)cc1	-10	-2	-7	-1	16	-4	-4	-2
8	COc1cccc(NCc2cc(=O)oc3cc(-c4ccccc4)c(O)cc23)c1	-1	6	-6	-4	-14	11	-3	16
9	Nc1c(-c2ccc(Cl)cc2)cnc2c(-c3ccc(F)cc3)cnn12	-9	0	2	-248	-6	-4	-6	15
10	CC(C)CC(=O)Nc1nnc(SCC(=O)NCc2ccco2)s1	4	3	3	11	-10	-9	2	3
11	Cc1nnc(-n2cnc3ccccc32)c2ccccc12	5	1	9	30	2	-1	-6	5
12	CCOC(=O)C1CCC(CN(Cc2ccccc2C)S(=O)(=O)c2ccc([N+](=O)[O-])cc2)CC1 (stereo not drawn)	1	0	-6	18	5	0	7	19
13	COc1ccccc1NC(=O)Cc1nnc(SCC(=O)Nc2ccc(F)cc2F)n1C	0	-20	-5	8	-2	2	5	-2
14	Cc1ccc(-c2nn(-c3ccc(F)cc3)cc2C(=O)NCC2CCCO2)cc1 (stereo not drawn)	5	5	-3	17	0	-1	3	11
15	COc1cc(NC(=O)COc2cccc(C)c2C)ccc1NC(=O)c1ccco1	-5	0	3	-3	-1	-3	12	12
16	C=CCC[C@@H](Cc1ccc(F)cc1)C(=O)OC[C@H](Cc1c[nH]c2ccccc12)NC(=O)[C@@H](CC=C)CC(=O)NCCO	-3	-1	11	6	33	3	-2	20
17	Cc1cccc2sc(N(CCN(C)C)C(=O)C3CCN(S(=O)(=O)c4cccs4)CC3)nc12	2	-3	-7	16	14	-3	-2	32
18	Cc1ccc(CN(CC(=O)NCc2ccc3c(c2)OCO3)C(=O)c2csnn2)cc1	-4	4	-4	12	-7	-5	-13	-12
19	CC1CCN(c2ccc(-c3ccc(NC(=O)c4ccco4)cc3)nn2)CC1	2	0	-3	-168	0	-2	-4	5
20	Cc1nc(SCC(=O)Nc2ccccc2Cl)c2c(C)c(C)sc2n1	10	-1	4	-3	0	-2	-6	-2
21	Cc1ccc(NC(=O)c2cc(-c3ccc4c(c3)OCO4)on2)cc1C	4	1	3	-260	-26	-1	-17	8
22	Clc1ccc(CN2CCN(c3ncccn3)CC2)cc1	-10	1	4	4	13	-6	-22	-6
23	CCCc1ccc(-c2csc(NC(=O)C3=COCCO3)n2)cc1	11	-1	-8	-10	19	6	14	9
24	Cc1ccc(S(=O)(=O)Nc2ccccc2C(N)=O)cc1	2	2	2	-111	-19	3	6	1
25	CCOc1cc(N2CCOCC2)c(OCC)cc1NC(=S)NCCCOC	-13	1	-9	27	5	-1	-24	7
26	COc1cccc(NC(=O)C2CC(=O)N(Cc3ccc(C)cc3)C2)c1 (stereo not drawn)	-9	-1	-14	9	-11	-2	-7	10
27	COCCN1C(=O)N[C@@H](c2cccc(C(F)(F)F)c2)C(C(=O)OC)=C1C	-9	2	4	12	-4	-3	1	8
28	COc1ccc(-n2c(COc3ccc4c(c3)OCO4)nnc2SCC(=O)O)cc1	5	1	14	6	-34	-9	0	0
29	CN1CCN(S(=O)(=O)c2ccc(NC(=O)c3ccco3)cc2)CC1	-6	-2	-7	18	-6	-3	-9	13
30	COc1ccc(C(=O)CN2C3=NCCCN3c3ccccc32)cc1OC	0	3	-6	-1	-13	-7	-19	-3
31	CSc1nc(Cl)c(Cc2ccc(OCC(C)C)cc2)c(N2CCOCC2)n1	-3	4	5	4	12	-3	-1	11
32	CC1CCc2sc(C(=O)OCC(=O)NCc3ccc(F)cc3)cc2C1 (stereo not drawn)	4	-1	-2	2	-22	-6	5	4
33	O=C(NC1CCCCCC1)C1CCN(C(=O)c2cccc(Cl)c2)CC1	-1	2	0	9	4	-3	-6	4
34	CCN1C(=O)N[C@@H](c2cccc(F)c2)C(C(=O)OC)=C1C	-2	-3	0	6	-6	-1	5	-7
35	O=C(C1COc2ccccc2O1)N1CCc2ccccc21 (stereo not drawn)	-14	1	-14	17	9	-3	-20	-14
36	O=C(NCc1ccccn1)c1ccc(OC2CCN(Cc3ccc(CO)o3)CC2)cc1	-7	0	2	-1	3	-4	-14	7
37	COc1ccc(C)cc1NC(=O)CNC(=O)[C@@H]1Cc2ccccc2CN1	0	1	2	18	3	2	2	8
38	COC(=O)/C(C#N)=C/c1c(N2CCN(c3ccccc3)CC2)nc2c(C)cccn2c1=O	0	-23	2	-4	10	4	-20	20
39	CC1CCCC(C)N1C(=O)COC(=O)c1cncc(Br)c1 (stereo not drawn)	-7	1	4	0	-2	-1	13	5
40	O=C(O)CCC(=O)N(Cc1ccccc1)Cc1ccccc1	-4	1	-6	14	-9	8	-5	-3
41	CCN(CC)S(=O)(=O)c1cc(C(=O)Nc2ccc(Cl)cn2)ccc1C	-11	1	-10	22	8	-1	-13	0
42	O=C(Nc1ccc(Cl)cc1)Nc1ccc(Cl)c(Cl)c1	4	x	-5	x	17	2	-1	2
43	CCCCNC(=O)N(O)C1N(/N=C/c2cccnc2)C(=S)SC1(C)C (stereo not drawn)	1	2	-1	6	2	-5	-9	-16
44	CC(C)CN(C(=O)C1COc2ccccc2O1)c1c(N)n(CC(C)C)c(=O)[nH]c1=O (stereo not drawn)	-3	0	-2	8	2	-4	3	-11
45	NS(=O)(=O)c1ccc(NC(=O)CN2C(=O)c3ccccc3C2=O)cc1	4	3	0	33	-1	1	-8	-4
46	O=C(Nc1ccc2oc(-c3ccncc3)nc2c1)c1ccc(F)cc1	3	-2	-4	-457	-10	-6	-2	-4
47	CN(CC12CC3CC(CC(C3)C1)C2)C(=O)c1ccco1	-1	2	-2	-6	-5	6	-5	6
48	CS(=O)(=O)N1CCc2cc(-c3csc(NCC4CCCO4)n3)ccc21 (stereo not drawn)	-9	-7	0	-34	4	-20	-30	-1
49	O=C(Nc1cccc2ncccc12)c1ccccc1Cl	4	-1	-15	4	7	-11	-4	-2
50	CCOc1ccc(NC(=O)N2CCC(NC(=O)C(Cc3cccc(F)c3)NC(C)=O)CC2)cc1 (stereo not drawn)	-3	0	2	12	-1	-1	-1	5
51	Fc1ccc(Br)cc1C1C=C(c2ccc(Br)cc2)Nc2ncnn21 (stereo not drawn)	-19	-24	1	-381	9	-4	0	6
52	C=CCNc1nc(-c2sc(NC(C)=O)nc2C)cs1	-10	-2	-7	-171	-5	-7	-4	6
53	CC(C)C(=O)N1CCC2(CC1)Oc1ccc(Cl)cc1C(=O)C21CC(c2ccccc2)=NO1 (stereo not drawn)	-15	1	-11	19	10	1	-11	16
54	Cc1ccc(NC(=O)CSc2nnc(Cc3csc(C)n3)o2)c(C)c1	-11	2	-10	-19	-11	-7	-12	13
55	CCCCCOC(=O)Cn1c(SCC(=O)Nc2ccccc2)nc2c1c(=O)[nH]c(=O)n2C	-7	3	-6	7	-3	1	-15	4
56	C/C(CC(=O)Nc1cccc(Cl)c1)=N\NC(=O)Cc1ccc(Cl)cc1	-6	1	3	7	1	0	-16	18
57	CCC(=O)Nc1ccc(C(=O)Nc2ccc3c(c2)OCO3)cc1	-6	0	-8	13	10	-10	-15	1
58	COc1ccc(CNCC(=O)Nc2cccc(S(N)(=O)=O)c2)cc1	5	2	0	3	4	-3	12	-17
59	O=C(Nc1cccc(S(=O)(=O)N2CCOCC2)c1)C1CCCCN1S(=O)(=O)c1ccccc1 (stereo not drawn)	-3	-2	-14	1	8	-2	-2	10
60	CC1CN(C(=O)CCC(=O)NCc2ccccc2)c2ccccc2O1 (stereo not drawn)	-11	1	-16	5	3	-5	-16	20
61	Cn1cnnc1SCc1ccc(C#N)cc1	-1	1	5	2	7	-4	-14	-7

# 3 compounds out of the list, arranged by formula weight, rising:
entry	Molecule	SENP8 block-1	SENP1 FRET inh	SENP7 inh	SENP8 block-2	PfGluPho inh	HKDC1 inhibitor	SENP6 block	Apaf-1 inh
61	Cn1cnnc1SCc1ccc(C#N)cc1	-1	1	5	2	7	-4	-14	-7
52	C=CCNc1nc(-c2sc(NC(C)=O)nc2C)cs1	-10	-2	-7	-171	-5	-7	-4	6
50	CCOc1ccc(NC(=O)N2CCC(NC(=O)C(Cc3cccc(F)c3)NC(C)=O)CC2)cc1 (stereo not drawn)	-3	0	2	12	-1	-1	-1	5

# Record cards, from the list above. Order of values: SENP8 block-1	SENP1 FRET inh	SENP7 inh	SENP8 block-2	PfGluPho inh	HKDC1 inhibitor	SENP6 block	Apaf-1 inh
# `NS(=O)(=O)c1ccc(NC(=O)CN2C(=O)c3ccccc3C2=O)cc1` is listed as 4	3	0	33	-1	1	-8	-4
# `CCN(CC)S(=O)(=O)c1cc(C(=O)Nc2ccc(Cl)cn2)ccc1C` is listed as -11	1	-10	22	8	-1	-13	0
# `Cn1cnnc1SCc1ccc(C#N)cc1` is listed as -1	1	5	2	7	-4	-14	-7
# `O=C(Nc1ccc2oc(-c3ccncc3)nc2c1)c1ccc(F)cc1` is listed as 3	-2	-4	-457	-10	-6	-2	-4
# `CC(C)CN(C(=O)C1COc2ccccc2O1)c1c(N)n(CC(C)C)c(=O)[nH]c1=O` (stereo not drawn) is listed as -3	0	-2	8	2	-4	3	-11
